# Screening data (PubChem BioAssay)
# NPR1 activator = GC-A (human) enzyme activation; P16066; HEK293 GC-A cells, cGMP TR-FRET, EC30 ANP; 0% at EC30 ANP, 100% saturating ANP; activation, % at 10 µM; hit rate 0.14% among 370,000; in the data active = activation above about 40%
# rCAG RNA binder = molecules binding r(CAG) RNA repeats. r(CAG) RNA repeat, TO-PRO-1 dye displacement fluorescence. hit rate 1.3% among 370,000. inhibition, % at 3 µM;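 active = inhibition above the plate cutoff, the mean of all test compounds on that plate plus 3 SD, cut at about 35% in these data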;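 also: 0% = DMSO alone and 100% = 100 µM mitoxantrone as full dye displacement; higher means more dye released from RNA so lower well fluorescence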
# GAA850 FXN act = increases GAA850 frataxin promoter reporter activity | HEK293 lucGAA850 FXN promoter luciferase reporter, 24 h; percent of 10 µM SAHA response | activation, % at 6 µM | hit rate 0.56% among 360,000 | AID 540364;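 active = activation above the average of all compounds screened plus 3 SD, cutoff fixed separately per campaign, cut at about 7.5% in these data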;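 also: 0% = DMSO wells and 100% = 10 µM SAHA wells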
# proKLK7 act = proKLK7 (human) activation, primary screen; P49862; purified proKLK7, EDANS-DABCYL substrate fluorescence; 100% is mature enzyme control, 0% vehicle; activation, % at 7 µM; hit rate 0.9% among 370,000;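 active = activation above the mean of all tested compounds plus 3 SD, computed per campaign excluding outliers beyond control limits, cut at about 13% in these data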
# DDE Tn6 FP inh = disrupts Tn6 cyclic peptide binding to fibrin D-Dimer-E complex | inhibition, % at 8.3 µM | P02675 | hit rate 0.21% among 370,000 | Fibrin DD(E) TRITC-Tn6 fluorescence polarization displacement;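 active = inhibition above a per-campaign cutoff: mean of compounds within control limits plus 3 SD, cut at about 15% in these data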;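 also: 0% = median of all compound wells on the plate and 100% = blocking peptide control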
# Target sequence (P02675 whole entry, looked up): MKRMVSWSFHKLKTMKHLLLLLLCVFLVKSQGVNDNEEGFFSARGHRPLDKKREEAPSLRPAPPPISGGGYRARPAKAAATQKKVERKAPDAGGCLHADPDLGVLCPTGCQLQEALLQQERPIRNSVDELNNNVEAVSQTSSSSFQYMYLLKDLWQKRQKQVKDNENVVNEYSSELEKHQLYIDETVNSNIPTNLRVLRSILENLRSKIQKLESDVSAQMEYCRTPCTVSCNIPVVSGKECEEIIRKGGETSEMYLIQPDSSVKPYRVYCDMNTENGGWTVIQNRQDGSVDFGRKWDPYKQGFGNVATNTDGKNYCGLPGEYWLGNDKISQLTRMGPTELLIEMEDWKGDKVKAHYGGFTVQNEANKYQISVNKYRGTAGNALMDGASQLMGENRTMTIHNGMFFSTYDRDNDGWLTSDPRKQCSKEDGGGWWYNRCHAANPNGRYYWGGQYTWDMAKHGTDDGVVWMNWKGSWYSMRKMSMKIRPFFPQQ
# ARFGAP1 inhibitor = rat ARFGAP1 inhibition; Q62848; Arfgap1-stimulated ARF1 GTP hydrolysis, GDP FP detection; inhibition, % at 16.5 µM; hit rate 0.26% among 360,000; AID 651572;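 active = inhibition above a per-plate limit, mean inhibition of low control wells plus 3 SD, cut at about 25% in these data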;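 also: 0% = DMSO wells with enzyme and 100% = wells lacking Arfgap1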
# Target sequence (Q62848 1-136 limits assumed): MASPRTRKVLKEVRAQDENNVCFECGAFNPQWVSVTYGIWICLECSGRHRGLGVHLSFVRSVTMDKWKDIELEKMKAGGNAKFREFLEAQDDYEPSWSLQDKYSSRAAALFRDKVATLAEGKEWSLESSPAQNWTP
#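 Assay system: Rat Arfgap1 GAP domain (His6, aa 1-136), purified enzyme | Buffer or medium: HEPES 25 mM pH 7.5, NaCl 150 mM, MgCl2, DTT | Schedule: GTP hydrolysis reaction 2 h at 25 °C | Signal: FP of antibody-bound GDP Alexa 633 tracer, ex 620/em 688 nm | Measure: Percent inhibition of Arfgap1-stimulated GTP hydrolysis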
# ADAM10 inh = ADAM10 inhibition, QFRET primary screen | O14672 | recombinant ADAM10, EDANS/DABCYL FRET peptide cleavage, 3 h | inhibition, % at 7 µM | hit rate 0.62% among 370,000 | AID 720582;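 active = inhibition above a per-campaign cutoff equal to the mean of compounds falling between control-based bounds plus 3 SD, cut at about 20% in these data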;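 also: 0% = DMSO wells while the 100% control is not disclosed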
# ASAP1 GAP inh = ASAP1 ArfGAP inhibition | AID 624377 | Q9ULH1 | inhibition, % at 16.5 µM | ASAP1-stimulated ARF1 GTP hydrolysis, GDP FP detection | hit rate 0.19% among 360,000; in the data active = inhibition above about 25%;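 also: 0% = vehicle with enzyme and substrate and 100% = no enzyme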
# Target sequence (Q9ULH1 325-724 limits assumed): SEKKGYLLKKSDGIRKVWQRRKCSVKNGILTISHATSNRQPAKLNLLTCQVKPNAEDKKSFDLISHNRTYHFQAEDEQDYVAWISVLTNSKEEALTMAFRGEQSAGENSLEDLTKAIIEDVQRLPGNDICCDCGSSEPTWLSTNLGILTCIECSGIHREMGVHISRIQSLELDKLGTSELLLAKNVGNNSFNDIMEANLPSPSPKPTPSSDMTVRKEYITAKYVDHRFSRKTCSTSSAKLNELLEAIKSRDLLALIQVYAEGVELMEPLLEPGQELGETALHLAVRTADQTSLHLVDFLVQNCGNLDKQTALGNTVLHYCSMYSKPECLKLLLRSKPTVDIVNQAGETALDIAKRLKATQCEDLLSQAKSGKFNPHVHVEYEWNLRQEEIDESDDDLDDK
# HGIII-sPLA2 inh = Blocks human group III sPLA2 activity; Q9NZ20; QFRET BODIPY PC-A2 liposome hydrolysis, fluorescence; inhibition, % at 12.2 µM; hit rate 0.56% among 370,000; AID 743126;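 active = inhibition above mean plus 3 SD of compounds lying within the high and low control bounds, cut at about 19% in these data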;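 also: 0% = median of test compound wells and 100% = no enzyme DMSO wells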
# GC-B act = GC-B (human) receptor activation | hit rate 0.11% among 370,000 | HEK293-GC-B cells, CNP EC30, cGMP TR-FRET; 0% at EC30 CNP, 100% saturating CNP | P20594 | activation, % at 10 µM | AID 1920062;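 active = activation at 10 µM reaching about 35% in either raw or pattern-adjusted values, limit read from the data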
# * = called active by the depositor; · = no result given; & = joins results of further samples.
SMILES,NPR1 activator,rCAG RNA binder,GAA850 FXN act,proKLK7 act,DDE Tn6 FP inh,ARFGAP1 inhibitor,ADAM10 inh,ASAP1 GAP inh,HGIII-sPLA2 inh,GC-B act
O=C(c1cc2cc(Cl)ccc2[nH]1)N1CCCCC1,-1.3,-1.7,3.9,0.2,2.2,4.1,15.4,-6.0,-5.1,0.2
C=CCN1C(=O)C(Cc2ccc(OC)cc2)S/C1=N/N=C/c1ccco1 (configuration not stated),-10.8,3.5,0.7,-0.4,7.5,-8.2,12.2,3.1,-7.6,-7.4
O=C(CCC(=O)c1cccs1)NCc1ccccc1,-0.4,2.3,0.5,-1.1,-1.7,-8.3,4.5,2.8,4.7,-0.8
CC(CN(C)C)CN1c2ccccc2Sc2ccccc21 (configuration not stated),-27.5,0.4,-2.1,0.7,4.1,-7.3,-13.4,5.1,7.2,-20.2
Cc1ccc(S(=O)(=O)N2CCOCC2)cc1NC(=O)Cn1nnc(-c2ccccc2)n1,7.6,3.9,1.1,-0.3,1.2,-8.9,-2.6,-9.4,-7.3,6.7
O=C(NC(=S)Nc1ccccc1N1CCCCC1)c1ccc(-c2cccc([N+](=O)[O-])c2)o1,-0.4,3.7,0.9,0.3,2.2,5.3,6.6,-5.5,0.2,4.1
O=C(Nc1c(C(=O)N2CCOCC2)cnn1-c1ccccc1)c1ccc(F)cc1,0.8,-5.2,0.2,-0.9,-4.4,0.3,-15.1,10.2,7.1,-1.1
COc1cc(/C=C(\NC(=O)c2ccccc2)C(=O)N2CC3CC(C2)c2cccc(=O)n2C3)cc(OC)c1OC (configuration not stated),3.5,-7.3,-0.9,0.1,0.5,-0.8,12.6,4.7,3.5,5.0
O=C(COC(=O)c1cccnc1Cl)Nc1ncc(Cl)cc1Cl,1.1,0.2,0.4,-0.1,0.9,3.1,-19.7,8.5,-3.4,3.2
COC(=O)c1ccc(NC(=O)COC(=O)C2=NN(c3ccccc3)C(=O)CC2)cc1,-3.3,1.6,0.0,0.1,-8.7,-2.3,-3.1,0.8,-2.8,-0.4
C[C@H](CO)N1C[C@H](C)[C@@H](CN(C)C(=O)NC2CCCCC2)Oc2c(NS(=O)(=O)c3ccccc3)cccc2C1=O,2.0,0.8,-5.4,0.7,5.6,-5.1,-2.0,5.0,4.2,0.8
CN(Cc1ccccc1)c1nc2c(c(=O)[nH]c(=O)n2C)n1Cc1ccccc1F,-4.7,-2.3,2.2,0.1,3.7,-2.6,-4.0,-10.8,8.3,-1.0
COC(=O)c1ccc(-c2noc(CN(Cc3ccccn3)CC3CCCO3)n2)cc1 (configuration not stated),-1.7,-8.7,0.6,0.0,4.4,-10.1,14.5,9.1,-2.1,3.7
COCCn1c(SCC(=O)N2CCCC2)nnc1-c1ccoc1C,2.9,-1.4,-0.9,0.0,-2.0,1.4,7.6,1.6,0.2,4.3
CCCCNC(=O)c1onc(CSc2ccc(F)cc2)c1C(=O)NCCCC,2.0,-7.2,1.1,0.1,-4.1,-0.7,6.8,-21.8,-1.1,-2.4
CCOc1ccc(C(=O)NNC(=O)c2cc(C)oc2C)cc1,1.6,-3.4,0.8,-0.8,4.2,1.1,-6.6,6.0,9.2,3.7
Cc1cccc(-c2ccc(C=Nc3c(C)n(C)n(-c4ccccc4)c3=O)o2)c1,2.0,-1.0,1.1,0.7,-2.1,18.6,1.1,6.5,-4.5,-3.6
CC(C)C(=O)Nc1ccccc1Cc1ccccc1,2.0,-3.9,1.4,0.5,0.6,-11.4,-1.6,2.0,1.4,-0.5
CCN(Cc1cc2ccccc2[nH]c1=O)C(=O)c1cccnc1,-1.0,-0.4,-1.9,0.4,5.9,-12.8,-11.7,-4.2,-0.9,1.8
CCOC(=O)CN1NC2(CCCCCC2)NC1=S,0.7,-0.8,-1.5,-0.3,4.4,5.1,0.1,-2.0,3.3,3.4
O=C(O)CN1C(=O)c2ccc(Oc3ccc4c(c3)C(=O)N(CC(=O)O)C4=O)cc2C1=O,2.7,-3.8,2.4,0.4,5.9,10.2,-1.7,-3.2,3.3,0.9
CCN(CC)C(=O)c1c(C)[nH]c(=S)c(C#N)c1-c1ccco1,-3.1,3.1,1.5,0.3,3.1,4.2,-10.1,-4.3,3.1,-0.2
O=C(NNC(=S)NC(=O)c1sc2ccccc2c1Cl)c1ccc(Cl)cc1,-2.0,25.2,1.6,0.2,-5.1,2.3,9.0,-0.6,8.6,-3.0
O=C(c1ccccc1)c1sc(Nc2ccc3c(c2)OCO3)nc1-c1ccccc1,-3.1,13.9,·,-0.8,-5.6,0.1,-16.5,5.1,14.3,0.6
CCCNC(=O)C(Sc1ccccc1)c1ccccc1 (configuration not stated),-0.7,-4.4,0.4,-0.4,-1.9,-4.2,-6.7,5.8,-1.0,-2.0

# Laid out differently: entries from further up
O=C(c1cc2cc(Cl)ccc2[nH]1)N1CCCCC1
  NPR1 activator: -1.3
  rCAG RNA binder: -1.7
  GAA850 FXN act: 3.9
  proKLK7 act: 0.2
  DDE Tn6 FP inh: 2.2
  ARFGAP1 inhibitor: 4.1
  ADAM10 inh: 15.4
  ASAP1 GAP inh: -6.0
  HGIII-sPLA2 inh: -5.1
  GC-B act: 0.2
O=C(NNC(=S)NC(=O)c1sc2ccccc2c1Cl)c1ccc(Cl)cc1
  NPR1 activator: -2.0
  rCAG RNA binder: 25.2
  GAA850 FXN act: 1.6
  proKLK7 act: 0.2
  DDE Tn6 FP inh: -5.1
  ARFGAP1 inhibitor: 2.3
  ADAM10 inh: 9.0
  ASAP1 GAP inh: -0.6
  HGIII-sPLA2 inh: 8.6
  GC-B act: -3.0
CCCCNC(=O)c1onc(CSc2ccc(F)cc2)c1C(=O)NCCCC
  NPR1 activator: 2.0
  rCAG RNA binder: -7.2
  GAA850 FXN act: 1.1
  proKLK7 act: 0.1
  DDE Tn6 FP inh: -4.1
  ARFGAP1 inhibitor: -0.7
  ADAM10 inh: 6.8
  ASAP1 GAP inh: -21.8
  HGIII-sPLA2 inh: -1.1
  GC-B act: -2.4

# (further entries)
SMILES,NPR1 activator,rCAG RNA binder,GAA850 FXN act,proKLK7 act,DDE Tn6 FP inh,ARFGAP1 inhibitor,ADAM10 inh,ASAP1 GAP inh,HGIII-sPLA2 inh,GC-B act
O=C(Nc1ccc2c(c1)CCC2)C1CCCN(c2ncccn2)C1 (configuration not stated),-2.4,-5.7,7.0,-0.1,-3.1,-15.8,-22.8,-11.7,-6.9,-5.9
CCC(C(=O)NCCCN1CCN(CCCNC(=O)C(CC)c2ccccc2)CC1)c1ccccc1 (configuration not stated),8.1,-8.6,-0.1,-0.1,1.4,2.6,4.6,3.3,0.3,0.0
CCOC(=O)CNC(=O)CSc1nc(N)cc(N)n1,3.6,2.9,1.0,-0.4,-8.1,-10.0,-1.1,2.4,2.1,4.2
COc1ccc(-c2[nH]ncc2-c2cscn2)c(O)c1,-2.5,-2.9,0.1,-0.5,2.1,12.2,-6.9,7.6,-5.6,-2.3
COc1ccc(CCN(C)C(=O)c2oc3ccccc3c2C)cc1OC,2.7,-5.8,4.3,0.2,-1.5,0.6,-2.7,-3.1,3.7,-2.6
COc1ccc(Cl)cc1S(=O)(=O)NC(C)C(=O)NCc1ccc2c(c1)OCO2 (configuration not stated),4.4,-2.5,-0.6,0.1,4.9,2.3,2.0,10.1,-2.4,7.2
COc1ccc(CC(=S)N2CCOCC2)cc1,2.7,-0.5,3.7,0.9,6.9,-1.8,-4.5,-2.8,-2.7,7.5
CC1CN(c2nc3ccccc3nc2NS(=O)(=O)c2ccccc2)CC(C)O1 (configuration not stated),3.1,10.3,1.0,0.7,3.8,3.1,-31.4,-9.2,-7.0,2.4
Cc1nc2ccccn2c1C(O)(c1ccccc1)c1ccccc1,-17.9,·,·,·,4.7,·,-25.4,·,-0.5,-16.4
Cc1sc(-n2cccc2)c(C(=O)O)c1C,2.0,5.6,0.7,-0.1,4.9,0.2,-4.5,-0.3,3.0,0.5
O=c1[nH]c(NCc2ccccc2)nc2c1CCCC2,-3.8,-0.4,3.9,0.0,1.1,9.9,-0.2,-9.0,-1.4,-1.8
COc1ccc(S(=O)(=O)Nc2ccccc2C(=O)N2CCOCC2)cc1OC,-0.1,1.4,-2.0,0.1,-3.8,-6.2,-8.0,-4.5,1.8,2.4
O=C1SC(SC(=Nc2ccccc2)Nc2ccccc2)C(=O)N1c1ccccc1 (configuration not stated),2.2,10.2,5.2&5.2,-0.4,5.2,10.8,-0.8,-2.9,-31.1,4.2
CN(c1ccc([N+](=O)[O-])cc1C(N)=O)C1CCCCC1,3.4,-0.7,-1.4,0.0,-5.7,9.2,0.5,-8.3,-1.8,1.7
C=CCSc1nc2sc3c(c2c(=O)n1-c1ccc(C)cc1)CCN(C)C3,12.1,3.9,0.2,-1.0,-6.8,2.7,-44.5,4.0,-4.5,3.3
COc1ccc([C@@H]2C[C@H]3CN(Cc4ccccc4OC)C(=O)[C@]34CCCN24)cc1C,-4.8,-7.7,0.6,-0.3,5.9,-4.4,-1.4,1.9,-1.6,-3.7
C[C@H](C(O)c1ccccc1)N(C)C(=O)CN (some centres not stated),-2.1,-0.3,0.0,-0.3,2.9,-5.8,0.3,4.3,-1.2,-5.4
CC1(C(=O)Nc2nccs2)CCN1C(=O)C1(c2ccccc2)CC1 (configuration not stated),-11.3,-0.1,0.3,0.8,0.5,3.2,-2.0,-11.4,1.1,-12.8
C(CCCN1CCCCC1)CCN1CCCCC1,1.4,-0.1,-0.9,-0.2,-1.6,8.3,2.4,7.0,1.2,14.0
CCCCn1c(N)c(N(CCOC)C(=O)CSc2nnc(C)n2-c2ccc(OC)cc2)c(=O)[nH]c1=O,1.2,-3.7,-0.6,0.5,-5.1,-7.0,-48.5,-12.1,-0.4,3.0
Cc1cc(=O)n2[nH]nnc2n1,0.2,2.3,0.7,-0.4,2.5,-7.1,3.5,16.0,-2.6,-1.3
CC(=O)c1ccccc1NS(=O)(=O)c1c(C)nn(-c2ccccc2)c1C,-4.0,-2.9,0.4,0.3,11.9,0.9,1.9,0.2,-5.3,-3.0
CC(C)[C@@H](C(=O)NC1CC1)N1C(=O)N2CCc3c([nH]c4ccccc34)[C@@]2(C)C1=O,-3.6,-3.1,2.0,0.2,0.5,1.4,-10.7,3.7,-2.5,-0.3
N#CC1=C(SCC(=O)c2ccc(Cl)cc2)NC2=C(C(=O)CCC2)C1c1ccco1 (configuration not stated),24.5,13.7,-1.9,-0.3,4.0,1.7,2.0,10.4,-12.0,12.3
O=[N+]([O-])c1cc(Cl)ccc1N1CCN(c2ccccc2O)CC1,5.0,-0.1,2.6,-0.2,2.3,-1.6,16.4,-0.1,5.8,-4.1
O=C(NCc1ccc(N2CCCC2=O)cc1)c1cc(COc2c(F)cccc2F)on1,-1.5,-0.6,0.6,-0.1,-3.0,10.9,-7.3,-4.1,3.7,0.0
CCc1ccc(C(=O)NCc2cccs2)s1,2.2,0.2,1.4,0.3,4.4,-2.3,-0.9,3.4,1.4,0.3

# This is a random part of the collection; any-hit rate near 4.5%.
